# mHtt clearance – compounds clearing mutant huntingtin protein | HeLa Exon1htt(103Q)mCFP, aggregate imaging; zero = plate's median compound well | inhibition, % at 1.5 µM | 47,000 tested, 0.42% active;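 active = inhibition of aggregate fluorescence above about 70%, also judged a hit by eye on the cell image, limit read from the data, passing the limit was not always enough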;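 note: cells exposed to compound for three days before fixation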
# mHtt clearance grain fraction – recorded beside mHtt clearance, whose call it bears; fraction fluorescence in grains; measured here: aggregate grain fluorescence fraction; hits give low values;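 scaled fraction of total cell fluorescence in grains with unit not stated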
# * marks the source's active call; other numbers are inactive results.
SMILES,mHtt clearance,mHtt clearance grain fraction
C=CCNC(=O)N[C@@H](CCSC)C(=O)OC,-19,23
CSc1cccc(NS(=O)(=O)c2ccc(F)cc2)c1,-33,25
CCc1nnc(NC(=O)CSc2nnc(-c3c[nH]c4ccccc34)n2C)s1,17,31
O=C(c1ccccc1F)N1CCN=C1SCc1cccnc1,18,33
Cc1ccccc1N(CC(=O)NCCc1ccccc1)C(=O)c1ccc(N2CCCC2)nc1,-37,29
CCOC(=O)CSc1nc(Nc2ccc3c(c2)OCO3)c2ccccc2n1,-11,47
Cc1cc(C(=O)NCCCn2ccnc2)cs1,-40,29
O=c1[nH]n2c(=O)c3c([nH]c2c1N=Nc1cccc(C(F)(F)F)c1)CCCC3,-25,24
Cc1cc(C)cc(NC(=O)CSc2nnc(-c3ccccc3)n2N)c1,-6,43
NC(=O)C1(c2ccccc2)CCOCC1,49,9.7
Cc1cc(OCC(=O)Nn2cnnc2)c(C)cc1Br,12,33
COc1ccc(NC(=O)CNS(=O)(=O)c2ccc3nc(C)sc3c2)c(OC)c1,35,26
COc1ccc(CC(NC(C)=O)C(=O)N2CCN(C(=O)N(C(C)C)C(C)C)CC2)cc1 (stereo not given),-88,32
O=C(NC1CCCCC1)c1ccc(S(=O)(=O)NCc2cccnc2)cc1,14,31
COc1ccc(S(=O)(=O)N2CCN(c3ccccn3)CC2)cc1OC,-1,19
CCC/C(O)=N\S(=O)(=O)c1ccc(N=NN(C)C)cc1,6,17
CS(=O)(=O)c1ccccc1-c1nc(-c2ccc(C(F)(F)F)cc2)no1,-26,49
Cc1ccccc1CN1CCNC1=O,-31,26
O=C(O)c1ccccc1C(=O)Nc1ccccn1,-39,27
COc1ccc(CCNC(=O)c2cc(-c3ccc4c(c3)OCO4)on2)cc1OC,5,39
COC(=O)C(C)Sc1nc2c(cnn2-c2ccc(C)cc2)c(=O)[nH]1 (stereo not given),-28,46
O=C(Nc1nnc(-c2ccccc2Cl)o1)c1ccc(S(=O)(=O)N2CCCCCC2)cc1,1,17
O=C(CSc1ccc2nnc(-c3ccc(F)cc3)n2n1)NCC1CCCO1 (stereo not given),-14,42
O=C(Oc1ccc(Br)cc1)C1CC(=O)N(c2ccc(F)cc2)C1 (stereo not given),66,7
Cn1c(SCC(=O)NCc2ccc3c(c2)OCO3)nnc1-c1cc2ccccc2cc1O,18,17

# 3 compounds picked at random from those above, as already listed:
SMILES,mHtt clearance,mHtt clearance grain fraction
C=CCNC(=O)N[C@@H](CCSC)C(=O)OC,-19,23
Cc1cc(C(=O)NCCCn2ccnc2)cs1,-40,29
Cc1cc(C)cc(NC(=O)CSc2nnc(-c3ccccc3)n2N)c1,-6,43

# Part of the list above in order of formula weight, low to high:
SMILES,mHtt clearance,mHtt clearance grain fraction
Cc1ccccc1CN1CCNC1=O,-31,26
O=C(O)c1ccccc1C(=O)Nc1ccccn1,-39,27
CSc1cccc(NS(=O)(=O)c2ccc(F)cc2)c1,-33,25
CS(=O)(=O)c1ccccc1-c1nc(-c2ccc(C(F)(F)F)cc2)no1,-26,49
O=C(CSc1ccc2nnc(-c3ccc(F)cc3)n2n1)NCC1CCCO1 (stereo not given),-14,42
COc1ccc(CCNC(=O)c2cc(-c3ccc4c(c3)OCO4)on2)cc1OC,5,39
O=C(Nc1nnc(-c2ccccc2Cl)o1)c1ccc(S(=O)(=O)N2CCCCCC2)cc1,1,17

# (listing goes on)
SMILES,mHtt clearance,mHtt clearance grain fraction
CCOC(=O)Cc1nnc(NC(=O)C(CC)Sc2nc(C)cc(C)n2)s1 (stereo not given),52,22
N#Cc1nc(Cc2ccccc2)oc1N1CCC(Cc2ccccc2)CC1,-39,29
CCCCn1c(CNC(=O)C23CC4CC(CC(C4)C2)C3)nnc1SCC(=O)Nc1nnc(C)s1,-28,62
COc1cc(NC(=O)c2ccccc2)c(OC)cc1NC(=O)CN1CCN(c2ccccn2)CC1,16,18
O=S(=O)(NCC1CCCO1)c1ccc2ccccc2c1 (stereo not given),-32,44
C=CCn1c(=S)[nH]c2ccccc2c1=O,31,11
CCC(C(=O)NCc1ccc(F)cc1)N(Cc1ccco1)C(=O)c1snc(C(N)=O)c1N (stereo not given),1,44
CC(C)OC(=O)CSc1nc2cc3c(cc2cc1C#N)OCO3,-108,40
CN1CCN(S(=O)(=O)c2ccc(NC(=O)Nc3cccc(Cl)c3)cc2)CC1,18,15
CCn1c(-c2ccc(N)cc2)nc2ccccc21,3,47
CCCn1nc(CC(=O)O)c2ccccc2c1=O,-42,24
CN1CCN(S(=O)C23CC4CC(CC(C4)C2)C3)CC1 (stereo not given),44,12
CC1CCN(C(=S)c2ccccc2O)CC1,15,17
Cc1ccc(C)c(C(=O)CSc2n[nH]c(-c3ccncc3)n2)c1,-10,40
COC(=O)c1nc(-c2ccccc2)n[nH]1,5,21
O=C(NC(=S)Nc1cc(C(F)(F)F)ccc1Cl)c1ccccc1,-14,34
O=C(Oc1cccc(Oc2ccccc2)c1)N1CCOCC1,47,8.8
CCC(C)NCCOc1ccc(Br)cc1 (stereo not given),-27,25
Cc1noc(C)c1CSc1nc2sc(C)c(C)c2c(=O)n1-c1ccccc1,-54,30
CCSc1nc2cc(OC)c(OC)cc2c(=O)n1CCc1ccccc1,-24,29
COc1cccc(C(=O)O/N=C(\N)c2ccc([N+](=O)[O-])cc2)c1,12,34
Cc1ccc(C)c(N2CCN(C(=O)c3ccccc3Br)CC2)c1,-2,20
COC(=O)CSc1nnc(Cc2ccccc2)n1-c1ccc(C)cc1,-33,27
O=C(NCc1ccc(F)cc1)c1cc2n(n1)C(C(F)(F)F)CC(C1CC1)N2 (stereo not given),32,25
COCCOC(=O)CC1=NC(=O)CS1,-23,26
# Carrying on.
SMILES,mHtt clearance,mHtt clearance grain fraction
COc1cccc(C2CC(c3ccccc3OC)n3nc(N)nc3N2)c1 (stereo not given),-8,39
COc1ccccc1-c1cc(C(F)(F)F)nc(NCc2ccco2)n1,-20,44
CC(=O)NC(c1ccccc1)c1cccnc1 (stereo not given),-35,49
C/C(=C\C(=O)c1ccc(C)cc1)Nc1cccc(O)c1,20,31
CCCS(=O)(=O)N1CCCC(C(=O)N2CCN(c3ccccn3)CC2)C1 (stereo not given),13,18
O=C(NCCCN1CCCC1=O)c1cc(=O)c2ccccc2o1,-34,46
COc1ccc(C(=O)N2CCc3cc(OC)c(OC)cc3C2)cc1OC,-31,37
Cc1ccc(OCCCC(=O)Nc2nncs2)cc1,-38,60
CCCCOc1cccc(-c2nnc(N)s2)c1,46,10
CC(C)n1c(CCC(=O)O)ccc1-c1ccccc1,17,30
Cc1ccccc1OCc1nc(-c2ccc(-n3cccc3)cc2)no1,66,16
O=C(Cn1cnc2c(cnn2-c2ccc(F)cc2)c1=O)NCC1CCCO1 (stereo not given),-27,48
Cc1ccc(Nc2nc(N)nc(CN3CCCCCC3)n2)cc1,-138,40
COc1ccccc1OCCCCCNCCO,31,23
CC(CC(=O)NC1CCCC1)c1ccccc1 (stereo not given),-14,46
CSC1=C(C#N)C(CC(C)C)C(C(C)=O)=C(C)N1 (stereo not given),6,32
O=C(Nc1ccon1)c1cccc(Cl)c1,-36,28
O=C(c1ccccc1)c1cnc(-c2ccc(Cl)cc2)s1,19,31
COc1ccc(CNC(=O)c2ccccc2SC)cc1,-9,22
O=C(NCc1cccnc1)c1ccccc1Br,-81,35
O=C(CSc1ncnc2c1oc1ccccc12)Nc1ccc2c(c1)OCCO2,73*,4.9*
Cc1c(NC(=O)OCCNC(=O)Nc2ccccc2)sc(=S)n1C,14,31
Cc1ccc(N2CC(C(=O)OCc3ccccc3)CC2=O)cc1 (stereo not given),-5,36
O=c1oc2ccccc2c(N2CCCCC2)c1CN1CCCC1,52,8.3
Cc1ccc(C(=O)N2CCCC(c3nc4c(nnn4Cc4ccccc4)c(=O)[nH]3)C2)cc1 (stereo not given),0,18
# (list continues)
SMILES,mHtt clearance,mHtt clearance grain fraction
Cc1cccc(N2CCN(C(=O)C34CC5CC(CC(C5)C3)C4)CC2)c1C,-42,54
O=C(Nc1ccccc1C1CC1)c1cccs1,-16,41
CS(=O)(=O)N(Cc1ccccc1)c1ccccc1C(=O)O,-16,28
CCCCC(CC)CNC(=O)C1CCCN(S(=O)(=O)c2cnc[nH]2)C1 (stereo not given),-8,33
O=C(CCN1C(=O)c2ccccc2C1=O)N1CCC(c2ccccc2)C1 (stereo not given),38,12
O=C1CCCc2nn(-c3ccccc3)c(-c3ccncc3)c21,8,37
COC(=O)c1cc(NC2c3ccccc3C(=O)N2Cc2ccco2)cc(C(=O)OC)c1 (stereo not given),-318,154
COc1ccc(-c2ncncc2-c2csc(C)n2)c(O)c1OC,-42,29
Cc1onc(-c2ccccc2)c1C(=O)N1CC(C)OC(C)C1 (stereo not given),-20,47
O=C(O)c1ccccc1-c1ccccc1C(=O)NCc1ccco1,-28,21
COc1ccc(-c2nn3c(C4CCCCC4)nnc3s2)cc1OC,13,30
CC(NC(=O)Cn1nc(C(=O)O)c2ccccc2c1=O)c1ccccc1 (stereo not given),-44,31
Cc1nn(C)c(C(=O)NNC(=S)NCc2ccco2)c1Cl,61,7
COc1ccc(/C=C2\SC(c3ccc(C)cc3)=NC2=O)cc1OC,-13,40
CCOc1ccc(NC(=O)CSc2nccn2C)cc1,-7,20
CCOC(=O)C1=C(C)NC(C)=C(C(=O)OCC)C1C(=O)O,-12,20
Cc1cc(C)nc(SCC(=O)c2cc3ccccc3oc2=O)n1,-16,22
C/C(=N\NC(=O)CSCc1ccccc1Cl)c1cccc(NC(=O)c2ccccc2)c1,-18,21
CCC(C)C(NC(=O)c1ccccc1NC(=O)c1ccc(OC)cc1)C(=O)NCc1ccco1 (stereo not given),1,43
NC(=O)C1CCN(CC(=O)NCc2ccccc2)CC1,-36,32
Cc1nc(NS(=O)(=O)c2ccc(Br)cc2)c2c3c(sc2n1)CCC3,6,37
O=C(NCc1ccc2c(c1)OCO2)C1CCN(c2ncccn2)CC1,-36,50
COC(=O)C1=C(C)NC(C)=C(C(=O)OC)C1c1cn(-c2ccccc2)nc1-c1ccco1,1,36
CCOC(=O)c1cc2n(n1)C(C(F)(F)C(F)(F)F)CC(C)N2 (stereo not given),-43,28
O=C(NCc1ccccc1)c1cc(-c2cccs2)on1,7,33

# 2 entries from above, with values under each structure:
# Under each structure – mHtt clearance, mHtt clearance grain fraction
> COc1ccc(-c2ncncc2-c2csc(C)n2)c(O)c1OC
→ -42, 29
> Cc1onc(-c2ccccc2)c1C(=O)N1CC(C)OC(C)C1 (stereo not given)
→ -20, 47

# Remaining list, next part.
SMILES,mHtt clearance,mHtt clearance grain fraction
COc1ccccc1N1CCN(C(=O)CSc2nc(C)c(Cc3ccccc3)c(=O)[nH]2)CC1,80*,4.2*
CCCc1[nH]nc2c1C1(CCN(C(=O)OCc3ccccc3)CC1)C(C#N)=C(N)O2,-42,31
CCC(c1nnnn1CCOC)N(Cc1cc2cc(C)c(C)cc2[nH]c1=O)CC1CCCO1 (stereo not given),19,16
COc1nc(C)nc2c1sc1nc3c(cc12)COC(C)(C)C3,29,20
Cc1cccc2cc(COC(=O)c3ccccc3)c(=O)[nH]c12,40,23
CCCCCc1c(C)nc(N2CCOCC2)[nH]c1=O,-12,37
COc1cccc(-c2nc(NCC3CCCO3)c3ccccc3n2)c1O (stereo not given),-2,41
CC(=O)CC1(O)C(=O)N(CN2CCN(c3ccccc3)CC2)c2ccccc21 (stereo not given),-30,24
Cc1ccc2[nH]c(=O)c(COC(=O)C3CCCO3)cc2c1 (stereo not given),4,39
COc1ccc(Cc2nnc(NC(=O)c3ccco3)s2)cc1OC,-50,50
Cc1noc(C)c1COC(=O)c1ccc(-c2nc3ccccc3s2)s1,5,19
COCCNC(=O)C1CC(=O)N(C2CCCC2)C1 (stereo not given),16,17
O=C(/C=C/c1ccccc1)NC(NC(=S)Nc1cc(Cl)ccc1Cl)C(Cl)(Cl)Cl (stereo not given),26,22
COc1cc(-c2nnc3sc(C4CCCCC4)nn23)cc(OC)c1OC,-28,44
c1cc(C(c2nnnn2C2CCCCC2)N2CCN3CCCC3C2)ccn1 (stereo not given),22,14
CCc1ccc2c(CN3CCc4ccccc43)cc(=O)oc2c1,0,32
Cc1nnc(Nc2ccc3c(c2)OCO3)c2ccccc12,4,37
Cc1cc(=O)c2cc(Cl)ccc2[nH]1,29,25
N#Cc1cn(CCOc2ccccc2F)c2ccccc12,14,15
Cc1cc(=O)[nH]c(COc2ccccc2)n1,0,35
O=C(CCNS(=O)(=O)c1cccs1)Nc1ccccc1F,-40,62
O=C(c1ccco1)N1CCN(S(=O)(=O)c2ccc(Br)s2)CC1,-14,22
Cc1ccc(CNC(=O)C2CCCN(S(=O)(=O)c3cccnc3)C2)cc1 (stereo not given),-57,32
CC(=O)OC(/C(O)=C(\C#N)c1nc2ccccc2[nH]1)c1ccccc1 (stereo not given),-26,26

# Compound activity: PubChem, Columbia University Molecular Screening Center

# Only part of the results is shown. The share of hits here may be higher or lower than overall.
